# DDE Tn6 FP inh: inhibitors of Tn6 peptide binding to fibrin DD(E), primary screen, biochemical, fluorescence polarization, human fibrin, Tn6 probe. 370,000 compounds, 0.21% hits. Fibrin DD(E) TRITC-Tn6 fluorescence polarization displacement. Fibrinogen beta chain (Homo sapiens), P02675. inhibition, % at 8.3 µM;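 active = inhibition above a per-campaign cutoff: mean of compounds within control limits plus 3 SD, cut at about 15% in these data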;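 also: 0% = median of all compound wells on the plate and 100% = blocking peptide control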
# Target sequence (P02675 whole entry, looked up): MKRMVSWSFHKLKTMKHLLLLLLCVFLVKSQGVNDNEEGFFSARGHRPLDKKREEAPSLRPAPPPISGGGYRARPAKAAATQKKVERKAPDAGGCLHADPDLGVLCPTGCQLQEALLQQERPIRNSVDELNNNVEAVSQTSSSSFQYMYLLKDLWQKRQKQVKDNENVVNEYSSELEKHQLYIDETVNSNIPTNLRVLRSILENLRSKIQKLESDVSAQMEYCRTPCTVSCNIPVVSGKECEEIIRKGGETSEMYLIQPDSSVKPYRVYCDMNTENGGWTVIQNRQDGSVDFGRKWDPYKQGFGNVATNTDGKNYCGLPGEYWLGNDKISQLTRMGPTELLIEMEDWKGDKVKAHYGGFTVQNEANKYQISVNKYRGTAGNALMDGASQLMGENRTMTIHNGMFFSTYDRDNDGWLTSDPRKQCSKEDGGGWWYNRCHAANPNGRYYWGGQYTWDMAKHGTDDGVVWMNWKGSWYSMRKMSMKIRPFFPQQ
# DDE Tn7 FP inh: inhibitors of Tn7 peptide binding to fibrin DD(E), primary screen, biochemical, fluorescence polarization, human fibrin, Tn7 probe. AID 720508, 2013. 370,000 compounds, 0.13% hits. Fibrinogen beta chain (Homo sapiens), P02675. inhibition, % at 8.3 µM. FP displacement of FITC-Tn7 peptide from fibrin DD(E); 0% = median of compound wells per plate;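 active = inhibition above the mean of compounds falling within the control limits plus 3 SD of them, cut at about 14% in these data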;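 also: 0% = plate median of compound wells and 100% = 10 µM Aha-Tn7 peptide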
#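 System: human fibrin DD(E); quantity: Fibrin-DD(E) at 2 µM final; also added: fluorescent Tn7 probe at 0.1 µM; compound dosing: single nominal test concentration of 8.3 µM per compound; schedule: 10 min preincubation, 3 h with tracer, room temperature; detection: fluorescence polarization of the labelled Tn7 tracer; repeats: one replicate per compound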
# ASAP1 GAP inh: inhibitors of human ASAP1 ArfGAP activity, primary screen, biochemical, fluorescence polarization; Arf-GAP with SH3 domain, ANK repeat and PH domain-containing protein 1 (Homo sapiens), …; ASAP1-stimulated ARF1 GTP hydrolysis, GDP FP detection; inhibition, % at 16.5 µM; 360,000 compounds, 0.19% hits; AID 624377, 2012; in the data active = inhibition above about 25%;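 also: 0% = vehicle with enzyme and substrate and 100% = no enzyme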
# PLCb3 inh: human PLC-beta3 inhibitors, primary screen, biochemical, fluorescence; Purified PLC-beta3, fluorogenic substrate; inhibition, % at 12.2 µM; 370,000 compounds, 0.18% hits; in the data active = inhibition above about 11%;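 also: 0% = median of compound wells on plate and 100% = full blocker control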
# ADAM17 inh: ADAM17 inhibitors, primary screen, biochemical, QFRET; inhibition, % at 6.95 µM; recombinant ADAM17, EDANS/DABCYL FRET peptide cleavage; AID 720648, 2013; 370,000 compounds, 0.83% hits; Disintegrin and metalloproteinase domain-containing protein 17 (Homo sapiens), P78536;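 active = inhibition above the mean of compounds lying between control limits plus 3 SD, set per campaign, cut at about 8.5% in these data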;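 also: 0% = DMSO-only wells as the low control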
# TDP2 absorb: human TDP2 enzyme inhibitors, primary screen, biochemical, epi absorbance, recombinant enzyme. Tyrosyl-DNA phosphodiesterase 2 (Homo sapiens), O95551. T5PNP hydrolysis, p-nitrophenol absorbance 415 nm. inhibition, % at 12.8 µM. 370,000 compounds, 0.34% hits;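 active = inhibition above the mean of all tested compounds plus 3 SD, set per campaign, cut at about 25% in these data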;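 also: 0% = DMSO with enzyme and 100% = buffer with substrate but no TDP2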
# Target sequence (O95551 whole entry, looked up): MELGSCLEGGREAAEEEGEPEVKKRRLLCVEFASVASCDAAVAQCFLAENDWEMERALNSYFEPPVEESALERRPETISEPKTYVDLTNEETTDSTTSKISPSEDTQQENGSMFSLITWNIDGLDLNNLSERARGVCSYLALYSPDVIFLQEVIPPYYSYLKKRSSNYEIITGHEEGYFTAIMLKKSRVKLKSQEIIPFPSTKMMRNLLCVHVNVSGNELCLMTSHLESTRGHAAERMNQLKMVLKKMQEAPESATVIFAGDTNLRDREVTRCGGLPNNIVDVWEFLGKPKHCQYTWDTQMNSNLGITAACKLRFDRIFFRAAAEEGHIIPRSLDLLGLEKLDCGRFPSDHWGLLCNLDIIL
#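 test system = human TDP2 enzyme | input = TDP2 enzyme at 120 nM final | medium = 50 mM Tris-HCl pH 7.5 with Mg2+, KCl, DTT, BSA | also added = T5PNP substrate, 5 mM | times = 2 h at 37 °C | technique = epi absorbance | benchmarks = high control without enzyme, low control DMSO plus TDP2 | replication = each compound tested once, singlicate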
# ADAM10 inh: human ADAM10 inhibitors, primary screen, biochemical, QFRET, HTS; recombinant ADAM10, EDANS/DABCYL FRET peptide cleavage, 3 h; Disintegrin and metalloproteinase domain-containing protein 10 (Homo sapiens), O14672; AID 720582, 2013; 370,000 compounds, 0.62% hits; inhibition, % at 7 µM;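 active = inhibition above a per-campaign cutoff equal to the mean of compounds falling between control-based bounds plus 3 SD, cut at about 20% in these data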;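 also: 0% = DMSO wells while the 100% control is not disclosed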
# ARFGAP1 inh: inhibitors of rat ARFGAP1 GAP activity, primary screen, biochemical, fluorescence polarization, GDP tracer; 360,000 compounds, 0.26% hits; inhibition, % at 16.5 µM; Arfgap1-stimulated ARF1 GTP hydrolysis, GDP FP detection; AID 651572, 2012;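 active = inhibition above a per-plate limit, mean inhibition of low control wells plus 3 SD, cut at about 25% in these data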;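 also: 0% = DMSO wells with enzyme and 100% = wells lacking Arfgap1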
# Target sequence (Q62848 1-136 limits assumed): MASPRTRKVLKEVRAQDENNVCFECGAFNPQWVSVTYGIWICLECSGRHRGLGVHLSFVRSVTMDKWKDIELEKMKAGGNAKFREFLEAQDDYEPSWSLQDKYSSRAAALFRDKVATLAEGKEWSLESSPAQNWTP
#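 Repeats: one replicate per compound; assay system: rat Arfgap1 catalytic domain, aa 1-136; times: enzyme reaction 120 min at 25 °C after 20 min preincubation; detection: FP of antibody-bound GDP Alexa 633 tracer, ex 620/em 688 nm; benchmarks: high control wells lacking Arfgap1, low control full reaction with DMSO; reagent: human ARF1(Δ1-17)-GTP substrate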
# SIAE inh: human SIAE inhibitors, primary screen, biochemical, fluorescence polarization, FP-Rh probe, 1536-well HTS. 370,000 compounds, 0.69% hits. inhibition, % at 9.66 µM. SIAE FP-Rh probe binding;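 active = inhibition above a cutoff: mean of compounds within the control limits plus 3 SD of those, cut at about 17% in these data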;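 also: 0% = plate median of compound wells and 100% = probe without SIAE protein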
# PLC-gamma1 inh: PLC-gamma1 enzyme inhibitors, primary screen, biochemical, fluorescence, purified enzyme; fluorogenic substrate; inhibition, % at 12.2 µM; 370,000 compounds, 0.84% hits; AID 720700, 2013; in the data active = inhibition above about 9.5%
# * hit, by the source's call; . = no result given.
DDE Tn6 FP inh,DDE Tn7 FP inh,ASAP1 GAP inh,PLCb3 inh,ADAM17 inh,TDP2 absorb,ADAM10 inh,canonical_smiles,ARFGAP1 inh,SIAE inh,PLC-gamma1 inh
-0.8,3.7,-3.5,4.4,-2.9,1.9,0.2,COc1ccc([N+](=O)[O-])cc1NS(=O)(=O)c1ccccc1,-5.2,2.9,1.5
6.2,4.7,-0.7,9.6,-0.6,-7.4,6.4,CC(=O)Oc1ccc([C@@H]2COc3c(ccc4c3C=CC(C)(C)O4)C2)c(OC(C)=O)c1,-18.5,-4.1,4.9
-0.6,6.1,-4.3,2.7,-0.8,-5.1,14.8,N=c1ccn(Cc2ccc(Cl)cc2Cl)cc1,-9.4,2.9,2.4
2.9,3.5,7.4,0.2,0.2,5.7,5.9,CCO[C@@H]1OC(C(=O)NC2CC2)=C[C@H](c2ccc(Br)cc2)[C@H]1CCCO,-0.7,0.9,1.9
6.4,4.2,5.7,-5.4,-2.4,23.6,-1.9,COc1ccc(NC(=O)Cn2c(NCC(C)O)nc3ccccc32)cc1Cl (stereo not given),2.2,-4.6,1.9
7.8,2.9,-1.6,-4.3,-5.0,6.7,-0.1,CCOc1ccc(S(=O)(=O)NCCCN2CCOCC2)c2ccccc12,13.6,0.6,-2.3
-1.7,-0.3,13.3,0.5,-1.2,-1.5,10.0,O=C(Nc1cccc(-c2nnc(-c3ccccc3)o2)c1)c1ccco1,11.9,-8.6,1.6
2.5,0.8,-1.1,1.7,-1.0,-5.1,1.9,CC1(C)CC(=O)C=C(c2ccc(I)cc2)C1,-5.9,1.5,-0.7
-2.7,-1.3,4.5,-38.9,-34.5,0.1,-102.2,O=C(Nc1ccc(-c2nc3ncccc3o2)cc1)c1ccc(Br)o1,13.2,-26.3,-31.7
-4.2,1.3,-4.8,-3.0,0.6,-10.8,-0.7,Cc1ccc(-n2nc3c(=O)n(CCCC(=O)NC4CCC(C)CC4)nc(C)c3c2C)cc1 (stereo not given),6.7,2.4,3.5
-3.1,3.4,-11.9,-4.3,0.0,8.4,-11.1,Cc1ccc(NC(=O)C2CCN(C(=O)[C@@H]3Cc4ccccc4CN3)CC2)cc1,2.8,-0.7,1.1
-2.3,-1.0,-12.0,-5.6,-3.8,-8.5,-2.8,NS(=O)(=O)c1ccc(CCNC(=O)CN2CCN(Cc3cccc4ccccc34)CC2)cc1,-10.3,1.3,1.0
11.5,-3.1,-5.8,-4.9,-0.6,5.7,4.7,CCc1csc(CCNC(=O)C2CCC(=O)N(CCOC)C2)n1 (stereo not given),7.5,-1.1,1.4
7.8,-5.9,7.5,-94.7,-30.6,4.9,-124.2,CCOC(=O)C1CCCN(CC(=O)Nc2c(C(=O)OC)[nH]c3ccc(C)cc23)C1 (stereo not given),-4.3,5.4,-71.9
0.9,-1.8,-9.2,-2.1,1.0,1.3,0.6,Cc1ccc(C(=O)NCC(=O)OCC(=O)c2cc(C)n(Cc3ccco3)c2C)cc1,8.5,-6.2,-1.6
5.4,-3.1,5.1,4.1,1.3,3.7,1.6,COc1ccc(C)cc1NS(=O)(=O)c1cn(C)c(=O)n(C)c1=O,-0.8,3.9,3.7
-4.9,1.6,-10.3,4.9,1.0,-4.4,11.9,CC1CCN(C(=O)Cn2cc(C(=O)C3CC3)c3ccccc32)CC1,-16.9,12.5,2.6
-0.6,-1.2,2.1,-2.0,-1.3,-8.9,-11.4,CC(=O)c1c(C)[nH]c(C(=O)OCC(=O)N(CC(C)C)C2CCS(=O)(=O)C2)c1C (stereo not given),-5.3,-0.5,1.5
-2.3,0.6,-9.6,2.0,-1.5,10.7,-10.3,COc1ccc(C(=O)N[C@H](C(=O)Nc2cccc(S(=O)(=O)N3CCOCC3)c2)C(C)C)cc1,-1.0,-3.9,0.6
-12.3,-10.4,-11.9,-31.5,-20.3,0.7,-57.7,COc1ccc(N2C(=O)c3ccccc3NC2c2cccnc2)cc1 (stereo not given),-0.1,6.6,-23.0
1.6,7.0,-18.1,4.9,-1.1,9.2,-15.0,Cc1ccc(S(=O)(=O)c2nc(C)oc2N2CCOCC2)cc1,-2.1,-0.5,-0.5
-0.7,1.9,-5.9,-217.7,-133.5,-2.5,-486.9,O=C(c1cc(-c2ccco2)nc2ccccc12)N1CCN(c2ccc(F)cc2)CC1,-1.3,0.8,-179.3
-3.1,-3.5,20.8,-6.2,-3.6,5.4,-3.7,COc1ccccc1N/N=C/c1ccc2c(c1)OCO2,-4.4,3.5,-3.8
0.7,2.2,-10.6,-1.3,-1.8,1.5,-9.3,CN(C)CCn1c2c(c(SCC(=O)NCc3ccccc3)nc1=O)CCC2,0.3,2.0,2.3
1.7,-0.6,-1.5,0.6,-0.3,6.2,0.9,COc1cccc(NC(=O)Nc2ccc(F)cc2)c1,19.9,-3.2,0.0
2.7,-0.1,4.7,5.0,-0.1,-10.6,3.4,O=C1CCN(Cc2ccc([N+](=O)[O-])cc2)CCN1[C@H](CO)c1ccccc1,-8.0,1.5,9.1
3.5,-8.8,-6.7,-16.9,2.0,-21.9,3.7,Cc1cc(SCC(=O)c2cccs2)n2nc(C)c(-c3ccccc3)c2n1,1.6,-13.4,-10.1
-6.9,3.1,-4.6,1.8,-2.6,14.1,-3.4,O=C(NCc1nnc(SCC(=O)N2CCOCC2)o1)c1ccccc1F,-3.7,-0.7,2.5
2.8,6.8,-2.7,-4.1,-0.2,-4.2,6.2,Cc1ccc(NC(=O)CCSc2nnc(Cc3ccccc3)o2)cc1,-15.6,-8.3,-3.5
3.9,0.9,2.7,-18.0,-7.2,6.7,-16.6,COc1ccc(CC(=O)Nc2ccc(OC(C)=O)cc2C(=O)O)cc1,-9.5,2.8,-17.3
-0.8,0.7,-7.8,-5.5,-3.0,8.3,-2.7,CC1CN(C(=O)COC(=O)/C=C/c2ccccc2)CC(C)O1 (stereo not given),-7.0,1.2,2.3
11.4,0.6,-15.6,1.0,2.9,-9.1,8.6,O=C(O)c1ccc(/C=N/Nc2nc3ccccc3[nH]2)cc1,-5.2,3.5,3.1
-8.9,5.7,-3.7,-0.3,0.8,3.1,10.4,CCN(CC)CCCNC(=O)C1CCCN(c2nnc(N3CCCC3=O)s2)C1 (stereo not given),-3.9,-2.5,0.0
0.7,-3.5,1.3,-6.6,-3.3,12.7,-3.2,CC(=O)c1ccc(N2CCN(C(=O)c3cc(-c4ccncc4)nc4ccc(Cl)cc34)CC2)cc1,-1.2,-0.1,0.5
-1.9,-7.9,2.1,2.1,-0.8,2.4,-1.5,Brc1ccc2nc(CSc3ncn[nH]3)cn2c1,5.3,8.9,-5.1
-5.3,4.2,3.9,-4.5,2.2,12.2,-5.5,CCC(c1nnc(SCC(=O)Nc2ccc(NC(C)=O)cc2)n1Cc1ccccc1)N(C)C (stereo not given),-1.7,9.7,2.0
-2.1,-4.9,-12.8,-0.2,6.9,2.2,19.6,COc1cccc(C(O)c2nc(-c3cccc(C(C)C)c3)cs2)c1 (stereo not given),20.7,-8.6,1.6
5.8,-3.4,-0.6,0.2,2.7,-5.2,-12.0,CC1CN(C(=S)NC(=O)c2ccco2)CC(C)O1 (stereo not given),6.9,-1.5,0.4
5.1,-3.6,-5.7,-8.1,-5.8,3.6,-6.5,Cc1ccc2cc(NC(=O)c3ccccc3C)ccc2n1,10.6,1.4,-3.7
0.6,-3.4,14.8,1.4,-1.7,-2.9,12.4,O=C1CC(SCCc2nc3ccccc3[nH]2)C(=O)N1c1ccc(F)cc1 (stereo not given),-3.1,-1.5,0.1
0.8,-4.9,-6.9,-4.2,-2.0,1.6,-2.0,O=C(Cc1ccc(NC(=O)C2CCCN(C(=O)C3CC3)C2)cc1)Nc1ccc(C(=O)N2CCOCC2)cc1 (stereo not given),0.1,-3.8,0.7
7.8,-5.5,8.3,7.2,4.6,-3.6,-2.2,Cc1noc(C)c1S(=O)(=O)Nc1ccc2c(c1)C(=O)N([C@H](C)CO)C[C@H](C)[C@@H](CN(C)S(=O)(=O)c1ccc(F)cc1)O2,7.4,2.1,5.5
-1.0,-0.2,9.9,-3.3,-1.2,-1.9,-2.6,COc1cccc(/C=N/Nc2nc(N3CCCC3)nc(N3CCCC3)n2)c1O,-5.2,-0.2,-7.2
6.3,-3.1,-4.0,-9.1,-1.2,0.4,0.1,COc1cccc(-c2nc(CS(=O)(=O)CC(=O)NC3CCCCCC3)c(C)o2)c1,2.7,-6.7,-3.0
1.0,-1.6,-19.5,-5.2,-2.1,7.8,-3.4,Cc1[nH]n(-c2ccccc2)c(=O)c1-c1ccccc1,5.5,18.4*,-0.6
2.4,-4.4,.,0.5,0.4,-3.5,6.5,O=C1N2Cc3ccccc3C2CS(=O)(=O)N1CCc1ccccc1 (stereo not given),.,2.3,1.2
6.7,-1.6,-2.3,-10.2,-6.9,3.6,-12.9,N#CCCC12CCCCC1=Nc1ccccc12 (stereo not given),12.9,0.2,-4.4
-10.7,0.5,4.1,-8.1,-4.0,-6.8,-8.9,O=C(c1cccnc1)N1CCc2ccccc2C1,7.3,0.6,-5.6

# SIAE inh, what is marked active above.
DDE Tn6 FP inh,DDE Tn7 FP inh,ASAP1 GAP inh,PLCb3 inh,ADAM17 inh,TDP2 absorb,ADAM10 inh,canonical_smiles,ARFGAP1 inh,SIAE inh,PLC-gamma1 inh
1.0,-1.6,-19.5,-5.2,-2.1,7.8,-3.4,Cc1[nH]n(-c2ccccc2)c(=O)c1-c1ccccc1,5.5,18.4*,-0.6
